RNase H inhibition = RNase H inhibition, HIV 1 Gag Pol polyprotein, FRET biochemical assay, screening (AID 372) | hit rate 0.77% among 100,000 | inhibition, % at 10 µM; hits with a dose series show IC50 in µM | HIV-1 RT RNase H, FRET RNA/DNA substrate fluorescence; higher % means a stronger effect; in the data active = inhibition above about 50%
Active calls of the source: *. Some of the compounds tested; count on the stated rates, not on these rows.

SMILES	RNase H inhibition
CCOC(=O)C1=C(C)NC(=O)CC1c1cccc([N+](=O)[O-])c1 (centres undefined)	8.0%
Cc1cccc(NC(=O)c2cnccn2)c1C	6.0%
CC(C)c1ccc(NC(=O)CCSc2ccc(Cl)cc2)cc1	2.0%
CCOC(=O)c1c(NC(=S)NCc2ccccc2)sc2c1CC(C)(CC)OC2 (centres undefined)	3.0%
CC(C)=NNC(=O)CN(C1=NS(=O)(=O)c2ccccc21)c1ccccc1	11.0%
COc1ccc(C(CC(=O)c2ccc(C)cc2)Nc2ccc(I)cc2)cc1OC (centres undefined)	7.0%
Brc1ccc(NCc2nc3ccccc3n2Cc2ccccc2)cc1	37.0%
O=C(Nc1ccc(Oc2ccc3ccccc3c2Cl)c(Cl)c1)c1cc(Br)cc(Br)c1O	48.0%
COc1ccc(NC2=C(Cl)C(=O)N(c3ccc(C)c(Cl)c3)C2=O)cc1	8.0%
CCOc1ccc(NC2SC(=O)N(c3cccc(C)c3)C2=O)cc1 (centres undefined)	9.0%
CC(C)(C)c1csc(NC(=O)COc2ccc(F)cc2)n1	2.0%
CCOC(=O)Cn1cc(/C=C(/C#N)C(=O)NCc2ccccc2)c2ccccc21	16.0%
Cc1[nH][nH]c(=O)c1N=Nc1ccc(Br)c(Cl)c1	42.0%
CCOc1ccc(NC(=O)C(CC)CC)cc1	18.0%
COc1ccccc1OCCCCOc1ccc(I)cc1	21.0%
Cc1cccc2c1nc1s/c(=C\c3cc4c(cc3Cl)OCO4)c(=O)n12	25.0%
CCOC(=O)C1=C(C)NC(=O)NC1c1cccnc1 (centres undefined)	4.0%
COc1ccc(/C=C2/SC(N3CCCC(C)C3)=NC2=O)c(OC)c1 (centres undefined)	5.0%
O=C(NN=C1c2ccccc2-c2ccccc21)c1ccccn1	19.0%
CS(=O)(=O)N(CC(=O)NC1CC1)c1ccc(Oc2ccccc2)cc1	6.0%
Cc1cccc(C)c1OCCOc1ccc(Br)cc1/C=C1\SC(=S)NC1=O	43.0%
O=C1CN(C(=O)c2ccccc2)C(c2ccccc2)c2cc(Br)ccc2N1 (centres undefined)	17.0%
CCC(=O)N(CCC(c1ccccc1)C1CCOC(C)(C)C1)Cc1ccc(OC)c(OC)c1 (centres undefined)	22.0%
Cc1ccc(OCCn2cc(C=C3C(=O)NC(=O)NC3=O)c3ccccc32)c(C)c1	49.0%
O=C(N/N=C/c1ccc(Cl)cc1)c1cccc(F)c1	0.0%
COC(=O)c1ccc(COc2cc3oc(=O)cc(-c4ccccc4)c3cc2Cl)cc1	14.0%
COc1ccccc1Oc1cc(F)nc(N)n1	14.0%
O=C(O)/C=C/C(=O)Nc1ccc(N2CCCCC2)cc1	11.0%
O=C(O)CCCN1C(=O)C(=O)/C(=C(/O)c2ccccc2)C1/C=C/c1ccccc1 (centres undefined)	2.0%
O=C(/C=C\c1ccccc1)Nc1ccc(NC(=O)c2ccco2)cc1	2.0%
CCn1cc(C(=O)O)c(=O)c2cc(-c3ccc([N+](=O)[O-])o3)c(Cl)cc21	3.0%
CCOc1ccc(N2C(=O)/C(=C/c3ccc(-c4ccc(Cl)c([N+](=O)[O-])c4)o3)C(=O)NC2=S)cc1	2.0%
CC(=O)Nc1ccc(N=Cc2ccc([N+](=O)[O-])s2)cc1	2.0%
Brc1ccc(-c2nc(-c3ccncc3)no2)cc1	17.0%
O=C(O)C1CC=CCC1C(=O)N1CCN(c2ccccc2)CC1 (centres undefined)	9.0%
Cc1ccc(C(=O)N(C)Cc2ccccc2)cc1	5.0%
CC(C)(C)c1ccc(-c2nc3cc(NC(=S)NC(=O)c4ccccc4F)ccc3o2)cc1	21.0%
O=[N+]([O-])c1ccc(CCNc2cccc3ccccc23)c([N+](=O)[O-])c1	3.0%
O=C(COc1cccc(Br)c1)N/N=C/c1cccc(Br)c1	1.0%
O=C(Nc1cccc(Cl)c1)Nc1ccccn1	18.0%
Cc1ccc(-n2nc3ccc(NC(=S)NC(=O)c4ccco4)cc3n2)cc1	17.0%
Cc1cccc(OCCOC(=O)Nc2ccccc2)c1	19.0%
CCC(C)c1ccc(NC(=O)Cc2ccccc2OC)cc1 (centres undefined)	52.0%*
CCOC(=O)c1ccc(NC(=O)Nc2cccc(Cl)c2)cc1	13.0%
CC(C)C(C(=O)O)N1C(=O)/C(=C/c2ccc(N(C)C)cc2)SC1=S (centres undefined)	19.0%
OC(CNc1ccc(Nc2ccccc2)cc1)CNc1ccc(Nc2ccccc2)cc1	24.0%
COc1cc(NC(=O)c2ccc(-c3ccc([N+](=O)[O-])cc3C)o2)ccc1NC(=O)c1ccco1	8.0%
C=CCOCC(O)CSCCCC (centres undefined)	6.0%
Cc1ccc(SCCNC(=O)c2ccc(CN3CCc4ccccc4C3)cc2)cc1	12.0%
CS(=O)(=O)N(Cc1ccccc1)c1ccc(C(=O)Nc2ccc(Oc3ccccc3)cc2)cc1	33.0%
COc1ccc(/C(C)=N/Nc2nc3ccccc3nc2C)cc1OC	0.0%
COc1ccc(/C=C(/NC(=O)c2ccccc2)C(=O)Nc2ccc(S(N)(=O)=O)cc2)cc1OC	7.0%
CN1CCN(C2=C(Cl)C(=O)N(c3ccc(Br)cc3)C2=O)CC1	0.0%
COC(=O)c1ccccc1NC(=S)NC(=O)Cc1ccccc1	21.0%
COc1ccc(CN2CCN(c3cccc(C(F)(F)F)c3)CC2)c(OC)c1OC	5.0%
CCC(C)c1ccc(NC(=S)NC(=O)c2ccc(OC)c(Br)c2)cc1 (centres undefined)	9.0%
Nc1ccc(O)c2c1C(=O)c1c(N)ccc(O)c1C2=O	47.0%
Cc1cc(C=O)c2c(c1)C=CC1(Oc3ccccc3C(=O)N1C)O2 (centres undefined)	27.0%
COC(=O)CN=C1NC(C)(C)Cc2ccccc21	0.0%
O=C1c2cccc3c4ccccc4n(c23)C(=O)C1(O)O	5.0%

Continuation.
SMILES	RNase H inhibition
COc1cc(CN2CCN(Cc3ccc(SC)cc3)CC2)cc(OC)c1OC	7.0%
CCOc1cccc(OCCOCCOc2ccccc2C=O)c1	3.0%
Cc1cccc(C)c1OCC(=O)Nc1sc2c(c1C(N)=O)CCC2	10.0%
COc1cccc(C(=O)Oc2ccc3c(c2)C(C)=CC(C)(C)N3)c1	9.0%
O=C1/C(=C/c2ccccc2F)SC(=S)N1CC1CCCO1 (centres undefined)	24.0%
Cc1cccc(OC(=O)c2sc3ccccc3c2Cl)c1	0.0%
O=C(O)c1ccc2c(c1)C(=O)NC2=O	0.0%
Cc1cc(N/N=C/c2c(F)c(F)c(F)c(F)c2F)nc(-c2ccccc2)n1	16.0%
Oc1ccccc1N=Cc1c(O)c(Br)cc2oc3c(c12)CCCC3	1.0%
COc1ccc(COC(=O)C2=C(C)NC3=C(C(=O)CCC3)C2c2cccc(F)c2)cc1 (centres undefined)	21.0%
O=C(/C=C/c1ccc(Cl)cc1)N1CCOCC1	0.0%
CCOC(=O)/C(C#N)=C/c1ccc(-c2ccc(C)cc2[N+](=O)[O-])o1	2.0%
COc1cc(C=Nc2ccc(Nc3ccccc3)cc2)cc(Br)c1O	14.0%
Cc1cc(/C=C2/NC(=O)NC2=O)c(-c2ccccc2)n1-c1ccccc1	16.0%
Oc1ccc2ccccc2c1C=Nc1cccc2nsnc12	7.0%
CC(=O)N1CC[C@@]2(O)CCCC[C@@H]2[C@H]1c1ccccc1	19.0%
COc1ccccc1NC(=O)C(=O)NCCO	1.0%
O=C(N/N=C/c1cccs1)c1ccc([N+](=O)[O-])cc1Cl	9.0%
CCCC(C)NC(=O)c1ccc(Cl)cc1 (centres undefined)	8.0%
Cc1cccc(OCCOc2ccc(Cl)cc2/C=N/n2cnnc2)c1	16.0%
Cc1ccc(N(C(=O)c2cc([N+](=O)[O-])cc([N+](=O)[O-])c2)C2C=CS(=O)(=O)C2)cc1 (centres undefined)	15.0%
C/C(=C\C(=O)c1ccc(Cl)cc1)Nc1cc(C)ccc1Cl	6.0%
CCOC(=O)C1=C(C)NC2=C(C(=O)CC(c3cccs3)C2)C1c1ccccc1OC (centres undefined)	4.0%
CCOC(=O)c1c(NC(=O)/C=C/c2cc(OC)ccc2OC)sc2c1CCC2	12.0%
CC12CC3CC(C)(C1)CC(C(=O)Nc1ccc([N+](=O)[O-])cc1)(C3)C2	12.0%
O=C(/C=C/Nc1ccccn1)c1ccc(Br)cc1	9.0%
CCNC(=S)NNC(=O)CCn1c2ccccc2c2ccccc21	4.0%
CN(C)c1ccc(NS(=O)(=O)c2ccc(N3C(=O)c4ccccc4C3=O)cc2)cc1	22.0%
O=C1C2C3C=CC(C2C(=O)N1c1ccccc1)C1C(=O)N(c2ccccc2)C(=O)C31 (centres undefined)	12.0%
CCSCCOC(=O)C1=C(C)NC2=C(C(=O)CCC2)C1c1ccc(OCc2ccccc2)c(OC)c1 (centres undefined)	4.0%

In the list so far, six contain a COOH group.
SMILES	RNase H inhibition
O=C(O)/C=C/C(=O)Nc1ccc(N2CCCCC2)cc1	11.0%
O=C(O)CCCN1C(=O)C(=O)/C(=C(/O)c2ccccc2)C1/C=C/c1ccccc1 (centres undefined)	2.0%
CCn1cc(C(=O)O)c(=O)c2cc(-c3ccc([N+](=O)[O-])o3)c(Cl)cc21	3.0%
O=C(O)C1CC=CCC1C(=O)N1CCN(c2ccccc2)CC1 (centres undefined)	9.0%
CC(C)C(C(=O)O)N1C(=O)/C(=C/c2ccc(N(C)C)cc2)SC1=S (centres undefined)	19.0%
O=C(O)c1ccc2c(c1)C(=O)NC2=O	0.0%

The listing continues:
SMILES	RNase H inhibition
Cc1cccc(C(=O)Nc2sc3c(c2C(=O)NCc2ccco2)CCC(C)C3)c1 (centres undefined)	11.0%
O=C(CCCN1C(=O)/C(=C\c2cccs2)SC1=S)Nc1ccc(F)c(Cl)c1	14.0%
C=CCN1C(=O)/C(=C\c2ccc(-c3cccc(C(F)(F)F)c3)o2)C(=O)NC1=S	20.0%
CCOC(=O)COc1ccccc1/C=C1/C(=O)N=C(N)N1C	0.0%
Cc1ccc(CC2CC(=O)N(c3ccc(F)cc3)C2=O)cc1 (centres undefined)	8.0%
O=C(CCC(=O)Nc1ccccc1)N/N=C/C=C/c1ccccc1	10.0%
O=C(N=Nc1c(O)[nH]c2ccccc12)c1ccccn1	8.0%
CCOC1(c2ccccc2)c2ccccc2Oc2ccccc21	1.0%
Cc1ccc(OCCn2ccnc2)cc1	8.0%
COC(=O)c1sc(NC(=O)COc2ccc3ccccc3c2)c(C(N)=O)c1C	8.0%
CCN(CC)c1ccc(C(=O)NCc2ccco2)cc1	22.0%
Cc1ccc2c(c1)N(C(=O)c1ccco1)C(C)(C)c1ssc(=S)c1-2	26.0%
COc1ccccc1C(=O)Nc1ccc(C)cc1[N+](=O)[O-]	8.0%
O=C(Nc1ccc(-c2ccc(NC(=O)c3ccccc3Cl)cc2)cc1)c1ccccc1Cl	10.0%
COc1ccc(/C=C2\C(=O)NC(=O)N(c3cccc(C)c3)C2=O)c2ccccc12	30.0%

Next part (2 carried over from the part before).
SMILES	RNase H inhibition
O=C(Nc1ccc(-c2ccc(NC(=O)c3ccccc3Cl)cc2)cc1)c1ccccc1Cl	10.0%
COc1ccc(/C=C2\C(=O)NC(=O)N(c3cccc(C)c3)C2=O)c2ccccc12	30.0%
COc1ccc(S(=O)(=O)N2CCN(S(=O)(=O)c3ccc(OC)c(OC)c3)CC2)cc1OC	5.0%
COc1cccc(C(=O)NCC2CCCO2)c1 (centres undefined)	6.0%
COc1cc(C=C2C(=O)NC(=O)NC2=O)cc(Cl)c1OCCOc1ccc(Cl)c(C)c1	29.0%
CCCCOCP(C)(=O)COCCCC	0.0%
CC(=O)Oc1ccccc1N(/C=C1\Sc2ccccc2C1=O)C(C)=O	0.0%
O=C(Nc1c(Cl)cccc1Cl)c1ccccc1[N+](=O)[O-]	12.0%
CCN(CC)CCOc1ccc(Cl)c(C)c1	0.0%
O=C(Cc1cccs1)NN1C(=O)c2ccccc2C1=O	1.0%
COc1ccc(NC(=O)c2c(Cl)cccc2Cl)cc1	12.0%
CCOc1ccccc1NC(=O)c1cc2cc([N+](=O)[O-])ccc2oc1=O	6.0%
Cc1ccc(NC(=O)Nc2ccccc2C)cc1	0.0%
O=C1N=C(N2CCN(c3cccc4ccccc34)CC2)S/C1=C/c1ccc(Cl)cc1	19.0%
O=C1NC(=S)N/C1=C/c1ccccn1	0.0%
COc1cc(Br)c(C2C3=C(CC(C)(C)CC3=O)OC3=C2C(=O)CC(C)(C)C3)cc1OC	7.0%
Cc1cc(NC(=O)CCN2C(=O)/C(=C/c3ccccc3)SC2=S)no1	48.0%

Grouped by structure, the compounds so far with a cyano group.
SMILES	RNase H inhibition
CCOC(=O)Cn1cc(/C=C(/C#N)C(=O)NCc2ccccc2)c2ccccc21	16.0%
CCOC(=O)/C(C#N)=C/c1ccc(-c2ccc(C)cc2[N+](=O)[O-])o1	2.0%

The listing picks up with the three entries that preceded the break.
SMILES	RNase H inhibition
O=C1NC(=S)N/C1=C/c1ccccn1	0.0%
COc1cc(Br)c(C2C3=C(CC(C)(C)CC3=O)OC3=C2C(=O)CC(C)(C)C3)cc1OC	7.0%
Cc1cc(NC(=O)CCN2C(=O)/C(=C/c3ccccc3)SC2=S)no1	48.0%
COc1ccc2ccccc2c1C=Nc1ccc2ccccc2c1	31.0%
COC(=O)c1ccc(NC(=S)NC(=O)CCN2C(=O)c3ccccc3C2=O)cc1	3.0%
COc1ccc(/C=N\NC(=O)CNc2ccc(C)cc2)cc1Br	25.0%
COc1ccc(Cn2c(SC)nc3c(c2=O)C2(CCCCC2)Cc2ccccc2-3)cc1	2.0%
Oc1ccc(/C=N/Nc2nncc(-c3ccccc3)n2)c(O)c1	23.0%
CCOC(=O)c1ccccc1NC(=O)CN(c1ccc(OC)cc1)S(=O)(=O)c1ccc(C)cc1	11.0%
COc1ccc(C(=O)NNC(=O)c2cccc(C)c2)cc1	7.0%
O=C1/C(=C\c2ccco2)SC(=S)N1CN1CCCCC1	12.0%
O=C(COc1ccc(/C=N/NS(=O)(=O)c2ccccc2)cc1)Nc1ccc(F)cc1	4.0%
CCOCCOC(=O)C1=C(C)NC2=C(C(=O)CCC2)C1c1ccc(O)c(OC)c1 (centres undefined)	6.0%
CC(/C=C(\NC(=O)c1ccccc1)C(=O)N/N=C/c1cc2c(cc1[N+](=O)[O-])OCO2)=C\c1ccccc1	28.0%

Screens as filed in PubChem.
